High-throughput results as filed in PubChem BioAssay.
MKP-3 inhibition = MKP-3 phosphatase inhibitors, primary screen, biochemical, rat enzyme, in vitro (AID 425); recombinant MKP-3 phosphatase activity, fluorescence; higher % means a stronger effect; one-dose inhibition, % at 20 µM; IC50 in µM for titrated hits; hit rate 0.17% among 110,000; in the data active means inhibition above about 50%;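 further: plate controls were vehicle for no effect and reference inhibitor for full effect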
Hsp70 displacement = Hsp70 inhibitors, probe displacement, primary screen, biochemical, fluorescence polarization (AID 583); Hsp70 fluorescence polarization probe displacement, mP; higher % means a stronger effect; one-dose displacement, % at 20 µM; IC50 in µM for titrated hits; hit rate 0.06% among 140,000; in the data active means displacement above about 50%;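 further: plate controls were vehicle for no effect and reference ligand for full effect; a part of the inactive calls stands beside numbers as strong as those of hits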
* hit, by the source's call; nt = no result given; & = joins results of further samples. Some of the compounds tested; the hit share may differ from the screen's.

Compound,MKP-3 inhibition,Hsp70 displacement
CCOC(=O)C1C(=O)C=C(C)C(C(=O)OCC)C1c1ccc(Br)cc1 (stereo not given),1%,-0.8%
O=C(Cc1ccccc1)Nc1ccc(SC(F)(F)C(F)(F)C(F)(F)F)cc1,2%,-1.3%
Cc1cc(C)c(OCCCCN2CCCCC2)c(C)c1,2%,0.6%
Cc1ccc2nc(SCc3ccc([N+](=O)[O-])cc3)nc(C)c2c1,1%,-4.8%
COc1ccc(NC(=O)COc2ccc(-c3ccc(C)cc3)cc2)c([N+](=O)[O-])c1,1%,1.4%
Cc1nnc(C)n1/N=C/c1cccs1,-7%&4%,9.9%&-0.6%
COc1ccc(N(CC(=O)Nc2cccc(C(F)(F)F)c2)S(=O)(=O)c2ccccc2)cc1Cl,2%,-2.6%
CCCCN1C(=O)CC(N2CCOCC2)C1=O (stereo not given),nt,-0.4%
N#Cc1c(NC(=O)CSc2nnnn2C2CCCCC2)sc2c1CCCC2,5%,-4.4%
O=C(COc1ccc(Cl)cc1)Nc1nnc(-c2ccc3c(c2)CCCC3)o1,7%,-4.0%
C=CCN1C(=O)/C(=C\c2cc(OC)cc(OC)c2)SC1=S,0%,-1.9%
O=C(CSC1CC(=O)N(c2cccc(Br)c2)C1=O)Nc1ccc(Cl)cc1 (stereo not given),0%,-0.6%
CC1CC(C)CN(c2ncnc3c2cnn3Cc2ccc(Cl)cc2)C1 (stereo not given),-5%,1.4%
Cc1cc(C(=O)OCC(=O)Nc2cc(C)on2)c2ccccc2n1,-5%,2.2%
Cc1noc(NS(=O)(=O)c2ccc(NC(=O)CSc3ncccn3)cc2)c1C,3%,0.5%
CC(=O)NNc1nc2ccccc2s1,0%,1.8%
CC1CC(C)CN(C(=O)CSc2nnc(-c3ccc(F)cc3)o2)C1 (stereo not given),-7%,-2.8%
Cc1cc(C)c2c(c1)=C(c1sc(=S)[nH]c1O)C(=O)N=2,0%,6.7%
COc1cc(NC(=O)c2cccc(Cl)c2)c(OC)cc1Cl,0%,-3.0%
CCCCOc1ccccc1NC(=O)c1cc(SC)ccc1Cl,2%,-4.5%
O=S(=O)(Nc1cc(Cl)c(O)c2ccccc12)c1ccc(F)cc1,26%,3.8%
CSc1nc(C)c2c(n1)OC(CN1C(=O)c3ccccc3C1=O)C2 (stereo not given),-11%&1%,1.0%&-2.2%
CCOC(=O)C1CCN(C(=O)COc2ccc3ccccc3c2)CC1,3%,-3.3%
O=C(C[n+]1ccc(C(=O)NCc2ccccc2)cc1)c1ccc(-c2ccccc2)cc1,-2%,4.9%
O=C1NC(=S)NC(=O)C1=Cc1ccc(OCc2ccc3ccccc3c2)c(Br)c1,6%,7.7%
C=C(NC(C)=O)C(=O)c1ccc([N+](=O)[O-])cc1,8%,2.2%
O=C(Nc1ccc(NC(=O)c2ccc(-c3ccc(Br)cc3)o2)cc1)c1ccco1,-1%,5.8%
CN1CCN(C(=O)c2sc(=S)n(-c3ccccc3)c2N)CC1,nt,-2.3%
CCOc1ccc(CCNC(=O)C2CCN(C(=O)N(C)C)CC2)cc1OCC,0%,-2.7%
COc1ccc(Cl)cc1NC(=O)C(=O)NC1CCCCCC1,nt,-0.1%

(more compounds)
Compound,MKP-3 inhibition,Hsp70 displacement
S=C(Nc1ccccc1)N1CCc2ccccc21,1%,0.0%
CC(=O)c1ccc(N(C)C)cc1,nt,-1.4%
Cc1cccc2cc(C(c3nnnn3C3CCCC3)N3CCOCC3)c(=O)[nH]c12 (stereo not given),-6%,1.9%
c1ccc(-c2cc(N3CCOCC3)nc(-c3ccccc3)n2)cc1,0%,-1.8%
C/C(=N\NC(=O)c1cc(-c2ccco2)[nH]n1)c1ccc(O)cc1,2%,2.3%
O=C(CSc1nnc(C2COc3ccccc3O2)o1)N1CCCCC1 (stereo not given),-11%,-3.5%
CC1=NN(c2ccc(S(N)(=O)=O)cc2)C(=O)/C1=C\c1cccc(Br)c1,5%,-1.9%
Cc1cccc(-n2c(SCC(=O)Nc3nonc3C)nnc2-c2ccoc2C)c1,-7%,9.0%
CCOc1ccc(C(=O)CCC(=O)O)cc1,nt,-7.5%
CC(=O)N(CCCN(C)C)Cc1ccc2c(c1)OCO2,2%,-1.6%
COc1ccc(C(=O)NCC(C)C)cc1OC,-1%,5.4%
Cc1c(C)c2cc(Cl)c(OCc3nn[nH]n3)cc2oc1=O,1%,3.7%
CCc1sc(C(=O)NC2CCN(C)CC2)cc1Br,-14%,2.7%
C=C(C)CNC(=S)Nc1sc2c(c1C(=O)OCC)CCCC2,-1%,-5.0%
O=C(c1ccco1)N(CCN(Cc1ccccc1)C(=O)c1ccco1)Cc1ccccc1,3%,-4.5%
CCCOc1ccc(N2C(=O)CC(N3CCC(C(N)=O)CC3)C2=O)cc1 (stereo not given),0%,-4.3%
COC(=O)Cn1c(=NC(=O)CSCC(=O)NC2CCCCC2)sc2cc(OC)ccc21,7%,3.1%
O=C(c1ccccc1)N1CCN(C2CC(=O)N(CCc3ccccc3)C2=O)CC1 (stereo not given),-12%&0%,-3.1%&1.6%
CCCN1C(=O)c2ccccc2NC1c1cc(OC)c(OC)c(OC)c1 (stereo not given),0%,4.0%&3.5%
CCOC(=O)c1oc2ccccc2c1NC(=O)COC,-6%,2.9%
CC1(CC(=O)NNC(=O)Nc2ccccc2)OCCCO1,0%,2.2%
CCCc1cc(C(N)=O)c(NC(=O)c2cc(C)on2)s1,-9%,-0.2%
CCCCOc1ccc(C(=O)CCN2CCCCC2)cc1,1%,1.9%
COc1cc(C2C(C(=O)c3ccc(C)o3)=C(O)C(=O)N2c2cc(C)on2)ccc1O (stereo not given),-9%,-2.9%
CCOC(=O)C(C(=O)OCC)[C@@H]1CS(=O)(=O)C[C@H]1C(C(=O)OCC)C(=O)OCC,-7%,0.9%
CC(=O)c1cc2c(cc1NC(=O)CN1CCN(c3cccc(C(F)(F)F)c3)CC1)OCO2,4%,7.5%
CCOc1ccccc1NC(=O)CSc1nnc(-c2cnccn2)n1CC,-8%,-0.7%
CCOC(=O)c1[nH]c(C)c(C(=O)N/N=C/c2ccc(-c3ccc(Cl)cc3)o2)c1C,0%,-5.3%
COc1ccc(-c2nnc(NC(=O)c3ccco3)s2)cc1OC,2%,6.7%
CCCc1nc(SCC(=O)N2CCc3ccccc32)c2c(=O)n(C)c(=O)n(C)c2n1,0%,-1.8%

Among those listed so far, these contain a Cl atom:
Compound,MKP-3 inhibition,Hsp70 displacement
COc1ccc(N(CC(=O)Nc2cccc(C(F)(F)F)c2)S(=O)(=O)c2ccccc2)cc1Cl,2%,-2.6%
O=C(COc1ccc(Cl)cc1)Nc1nnc(-c2ccc3c(c2)CCCC3)o1,7%,-4.0%
O=C(CSC1CC(=O)N(c2cccc(Br)c2)C1=O)Nc1ccc(Cl)cc1 (stereo not given),0%,-0.6%
CC1CC(C)CN(c2ncnc3c2cnn3Cc2ccc(Cl)cc2)C1 (stereo not given),-5%,1.4%
COc1cc(NC(=O)c2cccc(Cl)c2)c(OC)cc1Cl,0%,-3.0%
CCCCOc1ccccc1NC(=O)c1cc(SC)ccc1Cl,2%,-4.5%
O=S(=O)(Nc1cc(Cl)c(O)c2ccccc12)c1ccc(F)cc1,26%,3.8%
COc1ccc(Cl)cc1NC(=O)C(=O)NC1CCCCCC1,nt,-0.1%
Cc1c(C)c2cc(Cl)c(OCc3nn[nH]n3)cc2oc1=O,1%,3.7%
CCOC(=O)c1[nH]c(C)c(C(=O)N/N=C/c2ccc(-c3ccc(Cl)cc3)o2)c1C,0%,-5.3%

Remaining list, next part:
Compound,MKP-3 inhibition,Hsp70 displacement
CCOC(=O)C(C(=O)OCC)C(C(=O)OCC)N1CCOCC1 (stereo not given),nt,8.2%
CCOc1ccccc1C(=O)N1CCCCC1C (stereo not given),-2%,3.1%
Cc1ccc(-c2ccc(=O)n(CC(=O)NCCCN3CCCCC3C)n2)cc1 (stereo not given),-4%,8.0%
O=C(c1ccccc1Br)N1CCN(c2ccc(Cl)cc2[N+](=O)[O-])CC1,3%,-1.6%
COC(=O)C1CCN(C(=O)C23CCC(C)(C(=O)O2)C3(C)C)CC1 (stereo not given),4%,-2.1%
CCOC(=O)C1CCCN(S(=O)(=O)c2c(C)c(C)cc(C)c2C)C1 (stereo not given),2%,7.8%
O=C(O)COc1ccc(N2C(=O)c3ccc(C(=O)O)cc3C2=O)cc1,-2%,-3.1%
CN(C)Cc1cn(CCC(=O)O)c2ccccc12,-14%,1.7%
Nc1nc(SCc2c(F)cccc2Cl)[nH]c(=O)c1-c1ccccc1,nt,1.2%
COc1ccc(Cl)cc1C(=O)Nc1ccc(N(C)C(C)=O)cc1,nt,4.8%
O=S(=O)(NC1CCCC1)c1ccc(S(=O)(=O)N2CCc3ccccc32)cc1,-4%,-0.6%
CC(=O)Nc1ccc(Oc2cc(C#N)c(C#N)cc2N2CCCCCC2)cc1,4%,4.1%
CC1CCN(Cc2nc3c(c(=O)n(C)c(=O)n3C)n2CCCc2ccccc2)CC1,nt,0.4%
CCOC(=O)C1CCN(C(=O)c2cccc(NC(=O)C(CC)CC)c2)CC1,-12%,2.7%
Cc1cc(O)cc(=O)n1Cc1ccco1,-8%,nt
CC(C)(C)OC(=O)NCCCCCc1nnc(SCC(N)=O)o1,-5%,-4.4%
O=C(NNC(=O)C1CCCO1)c1cccc(F)c1 (stereo not given),1%,0.6%
COCC(=O)Nc1c(C(=O)Nc2cccc(OC)c2)oc2ccccc12,-2%,0.0%
N#Cc1c(/N=C/c2cc([N+](=O)[O-])c(N3CCOCC3)cc2N2CCOCC2)sc2c1CCCC2,-1%,1.7%
COC(=O)c1ccc(NC(=O)c2ccc(CN3CCOCC3)cc2)cc1,-8%,-4.4%
COc1cccc(N2C(=O)C(=Cc3ccc(OC)cc3OC)C(=O)NC2=S)c1,3%,-2.6%
COc1cccc(-n2c(O)c(/C=C3\C(C)=Nc4ccccc43)c(=O)[nH]c2=O)c1,4%,2.8%
CC1CC(C)CN(Cc2nc3c(c(=O)n(C)c(=O)n3C)n2Cc2ccccc2Cl)C1 (stereo not given),-6%,nt
CCCC(=O)Nc1cc(-c2nn(C)c(=O)c3ccccc23)ccc1OC,-5%,-5.3%
Cc1n[nH]c(=O)nc1NCc1ccccc1,-6%,-2.3%
CC(C)(C)SCCNC(=O)c1ccccc1,nt,7.7%
COc1ccccc1C/C(N)=N/OC(=O)COc1ccc(C)cc1,-2%,4.7%
COc1ccc(-n2c(CN3C(=O)c4ccccc4C3=O)nc3ccccc3c2=O)cc1,1%,-2.3%
CC(C)(C)C(=O)Nc1ccc(-c2cn3ccsc3n2)cc1,-3%,-0.7%
COc1ccc(N(CC(=O)Nc2cccc(C)c2C)S(=O)(=O)c2ccccc2)cc1,7%,2.7%

The results go on.
Compound,MKP-3 inhibition,Hsp70 displacement
O=c1[nH]c(=O)n(Cc2ccco2)c2c1C(C(F)(F)F)(C(F)(F)F)N=C(C1CCCCC1)N2,3%,-2.8%
CCCn1c(SCc2cc(=O)[nH]c3ccccc23)nc2c1c(=O)n(C)c(=O)n2C,-3%,-5.5%
O=C(Nc1ccon1)c1cccc(S(=O)(=O)N2CCCCCC2)c1,nt,-4.7%
CN(CC(=O)Nc1ccccn1)S(=O)(=O)c1ccc(Cl)cc1,nt,5.1%
Cc1ccc(S(=O)(=O)N2CCC(C(=O)N3CCC[C@H]3C(=O)NC3CCS(=O)(=O)C3)CC2)cc1 (stereo not given in full),-8%,-0.8%
CCOC(=O)c1ccc(-c2ccc(C(=O)Nc3ccc(Cl)cc3)o2)cc1,2%,-5.9%
Cc1cccnc1NC(=O)Cc1ccc([N+](=O)[O-])cc1,1%,5.2%
CN(C)c1c([N+](=O)[O-])cc2[nH]c(=O)[nH]c2c1[N+](=O)[O-],nt,-4.5%
CCCCSC1(SCCCC)N=C(N)C2(C#N)C(c3ccccc3)NC(C)=C(C)C12C#N (stereo not given),nt,-0.2%
O=C(NCSC1=NCCS1)c1ccccc1,-5%,2.0%
Cc1nc(N)c(C#N)c(-c2ccccc2)c1C,4%,-1.9%
CCOc1cc(C(=O)Nc2ccc(F)cc2F)cc(OCC)c1OCC,4%,3.0%
Cc1nc(-n2nnc3ccccc32)c2c3c(sc2n1)CCCC3,-8%,1.1%
O=C(NCCCN1CCN(c2cccc(Cl)c2)CC1)c1ccc(N2CCCC2=O)cc1,4%,-4.2%
COc1ccc(C2Nc3ccc(C(=O)c4ccccc4)cc3NC3=C2C(=O)CCC3)cc1 (stereo not given),5%,3.2%
Cc1nc(N2CCC(C)CC2)c2nnn(Cc3ccccc3)c2n1,nt,-2.7%
COc1ccc(O)c(C(=O)CC(=O)c2ccccc2)c1,3%&-4%,-1.1%&0.0%
CCCC(=O)Nc1ccc(N2CCN(C(C)=O)CC2)cc1,-2%,2.1%
CN(C)CC(=O)Nc1cc(C(F)(F)F)ccc1Cl,2%,-0.4%
O=C(NCCO)c1ccc(I)cc1,2%,-6.0%
COc1ccccc1CCNC(=O)c1ccc(C)o1,0%,-1.9%
CCOC(=O)c1nnc(-c2ccc(C)cc2)nc1Sc1cccc(Cl)c1,nt,-1.8%
c1ccc2c(N3CCCCCC3)nc(-c3ccncc3)nc2c1,5%,-5.1%&-0.1%
O=C(CSc1n[nH]c(C2CCCC2)n1)NC1CCCC1,4%,0.4%
COC(=O)c1ccc(NC(=O)CN2CCN(c3ccccc3)CC2)cc1,-5%,-7.3%
Cc1sc2ncnc(NCC(c3ccco3)N3CCCC3)c2c1C (stereo not given),nt,-0.7%
